phage Ecoli inh = E. coli growth loss with phage present; growth absorbance; inhibition, % at 11.9 µM; 360,000 compounds, 0.26% hits; AID 651602; in the data active means inhibition above about 11%
Numbers without * were called inactive. These rows are one share of the data (hit frequency here may not be typical).

SMILES	phage Ecoli inh
O=S1(=O)CC(N2CCN(CCO)CC2)CN1C1CCCC1 (centres undefined)	2.8
O=C(NCc1ccccc1)C1C(c2ccc3c(c2)OCO3)=Nc2ccccc2N1C(=O)c1ccccc1 (centres undefined)	2.1
CCOc1ccccc1C(=O)NCCN1CCC(n2c(=O)[nH]c3ccccc32)CC1	2.2
CC(=O)OC[C@@H]1CN(Cc2cccc(C(F)(F)F)c2)C[C@H](n2cnc3c(NCc4ccco4)ncnc32)O1	-0.7
COc1cccc(-c2oc3c(c2C#CCCO)C(O)CCC3)c1 (centres undefined)	1.5
COC(=O)C[C@@H]1CC[C@H](NS(=O)(=O)c2ccccc2F)[C@@H](CO)O1	3.3
Cc1cccc(N=O)n1	3.0
COc1ccc(-c2csc(C(O)c3ccc(F)c(F)c3)n2)cc1 (centres undefined)	2.7
CCC(c1nnnn1-c1ccc2c(c1)OCCO2)N1CCN(CCN2CCOCC2)CC1 (centres undefined)	0.6
O=C(NCCN1CCC(n2c(=O)[nH]c3ccccc32)CC1)c1cc(F)cc(F)c1	0.1
Cc1ccccc1C(=O)N1CCC1(C)C(=O)NC(C)C (centres undefined)	2.7
CC(O)(c1cccnc1)c1nc(-c2cccc(C#N)c2)cs1 (centres undefined)	1.2
CC(C)(C)c1ccc(C(=O)N2CCC(=O)N([C@H](COCc3ccccc3)Cc3ccccc3)CC2)cc1	-0.9
COc1cc(CN2C[C@@H](CO)O[C@@H](n3cnc4c(N(C)C(C)C)ncnc43)C2)cc(OC)c1OC	4.9
Cc1c(C(=O)Nc2cccc(Oc3ccccc3)c2)sc(=O)n1Cc1ccc(F)cc1	3.3
COc1cc(OC)nc(Nc2nc(C(N)Cc3ccc(F)cc3)cs2)n1 (centres undefined)	-2.8
CC(C)(C)C(c1nc2ccccc2[nH]1)n1c(-c2cccc(S(C)(=O)=O)c2)nc2ccccc21 (centres undefined)	-0.3
COC(=O)[C@]12CCCCC=C1N(Cc1ccc(Cl)cc1Cl)C(=O)[C@H](CC(=O)NCc1cccs1)C2	-2.0
O=C(/C=C(\Nc1ccc(F)cc1)c1ccccc1)c1ccccc1	-1.2
CCN1C(=O)N[C@H]2C[C@@H](c3ccccc3)[C@@H](C)[C@@H](C(=O)N3CCCC3)C[C@H]21	4.6
Cn1ccc2c(-c3cncc4ccccc34)cc3c(c21)C1CCC3C1 (centres undefined)	1.6
CC(=O)Nc1cccc(Nc2cnccn2)c1	1.6
COc1ccc(C2=CC(=O)CC(C)(C)C2=O)cc1	1.2
Cc1cccc(CN2CCN(C3CN(Cc4cn(Cc5ccccc5)nn4)S(=O)(=O)C3)CC2)c1 (centres undefined)	-0.5
CC(C)C[C@@H]1COc2cc(N3CC[C@H](O)C3)ccc2S(=O)(=O)N1	2.3
COC(=O)C1(C(=O)OC)C[C@H](c2ccc(OC)cc2)N(Cc2ccccc2OC)[C@@H]1c1ccc(OC)cc1	0.2
CC(O)(c1cccc(F)c1)c1nc(-c2cccc(C(F)(F)F)c2)cs1 (centres undefined)	1.9
CSCc1cc(C(=O)NCCN2CCOCC2)c(N)s1	2.4
OC(c1ccc(F)cc1)c1nc(/C=C/c2ccccc2)cs1 (centres undefined)	3.5
CN(C)CCCNc1nc2cc(-c3cnn(Cc4ccccc4)c3)sc2c(=O)n1C	1.4

Arranged by formula weight (lowest first): part of the list above
SMILES	phage Ecoli inh
Cn1ccc2c(-c3cncc4ccccc34)cc3c(c21)C1CCC3C1 (centres undefined)	1.6
CC(C)C[C@@H]1COc2cc(N3CC[C@H](O)C3)ccc2S(=O)(=O)N1	2.3
CN(C)CCCNc1nc2cc(-c3cnn(Cc4ccccc4)c3)sc2c(=O)n1C	1.4

Next results follow:
SMILES	phage Ecoli inh
O=C(NCCc1ccccc1Cl)[C@@H]1CCCN1C(=O)[C@H](Cc1cccnc1)NC(=O)N1CCOCC1	2.5
O=C(NC1CCCC1)[C@@H]1CCCN1C(=O)[C@@H](NC(=O)N1CCOCC1)C1CCCCC1	2.0
CCOC(=O)C1=CCN(S(=O)(=O)c2ccc(Br)cc2)C1c1cccc(Cl)c1 (centres undefined)	3.5
COCCCNC(=O)C[C@H]1C[C@@]2(C(=O)OC)C(=C[C@H](C3CCCC3)O[C@@H]2C)N(Cc2ccccc2)C1=O	1.0
CCOC(=O)C1=CC[C@@H](c2ccncc2)N(S(=O)(=O)c2ccc(C)cc2)C1	1.7
CCCS(=O)(=O)NC(=O)C1(C)CCN(C(=O)c2cc(C)oc2C)C1 (centres undefined)	1.5
CC(C)C(C(=O)NCc1ccccc1)N1CCN(c2ccccc2F)CC1 (centres undefined)	-1.4
O=C(NCc1ccccc1)C1c2ccccc2OCC(=O)N1Cc1cccnc1 (centres undefined)	-0.1
O=c1[nH]c(=S)[nH]c2c1C(c1ccc(F)cc1)OC(CCOCc1ccccc1)C2 (centres undefined)	2.3
CC1(C(=O)NS(=O)(=O)c2cccc(Cl)c2)CCN1C(=O)c1ccccc1CCc1ccccc1 (centres undefined)	0.3
O=c1ccn([C@@H]2O[C@H](CNCc3ccccc3OCc3ccc(Cl)cc3Cl)[C@@H](O)[C@H]2O)c(=O)[nH]1	3.5
CCOC(=O)C1CCCN(C(=O)c2ccc(-c3ccccc3)cc2)CC1 (centres undefined)	-1.0
CCCNC(=O)c1cc2c(c(-c3cccc(-c4ccc(F)cc4)c3)n1)[C@H](CCO)N(S(=O)C(C)(C)C)C2 (some centres undefined)	-0.9
COC(=O)C1=C(C)N(C)C(=NCc2ccccc2)NC1c1ccc(F)cc1 (centres undefined)	1.8
CC(C)C(=O)N1CCCC1(C)C(=O)Nc1cccc(Oc2ccccc2)c1 (centres undefined)	-1.9
CCN1CCC(C(=O)NC(c2ccc(F)cc2)c2ncccc2C)CC1 (centres undefined)	-1.3
Cc1cccc(CN2CCN(C3CN(Cc4cn(Cc5cccc(Cl)c5)nn4)S(=O)(=O)C3)CC2)c1 (centres undefined)	-1.6
COc1cc(OC)nc(C(NC(=O)C2CCN(Cc3ccc(N(C)C)cc3)CC2)c2ccc(F)cc2)n1 (centres undefined)	1.1
CC(c1nc2ccccc2[nH]1)N(C(=O)Cc1csc2ccccc12)c1cccnc1 (centres undefined)	3.5
CCCNC(=O)C1(C)CCCN(Cc2ccc(-c3ccccc3)o2)C1 (centres undefined)	0.7
COC(=O)N1C[C@H](OC)[C@H]2C[C@@H]1c1ccccc1O2	3.3
CCCCCNC(=O)C(c1ccc(OC)cc1)n1c(=O)c(-c2ccccc2)nc2ccccc21 (centres undefined)	1.4
CC[C@@H]1Cc2[nH][nH]c(=O)c2[C@H](c2ccc(Cl)cc2)O1	0.9
COC(=O)[C@]12CCCCC=C1N(Cc1ccc(Cl)cc1Cl)C(=O)[C@H](CC(=O)NCC13CC4CC(CC(C4)C1)C3)C2	0.9
CC1(C(=O)NS(=O)(=O)c2cccc(F)c2)CCN1C(=O)C1CCCCC1 (centres undefined)	-1.5
O=C1Nc2ccccc2C(=O)N(Cc2ccccc2)C1C(=O)NC1CC1 (centres undefined)	-2.5
C#CCNC(=O)C[C@H]1C[C@@]2(C(=O)OC)C(=C[C@H](C(C)C)O[C@@H]2C2CC2)N(Cc2ccccc2)C1=O	3.6
Cc1cccc(C)c1NC(=O)C(c1ccncc1)n1c(=O)c(-c2ccccc2)nc2ccccc21 (centres undefined)	0.8
COC(=O)C[C@@H]1C=C[C@H](NC(=O)Cc2ccccn2)[C@@H](CO)O1	3.2
O=C(C[C@H]1CC[C@@H](NC(=O)C2CC2)[C@@H](CO)O1)NCc1ccccc1Cl	4.0
O=C(Nc1cccc(C(F)(F)F)c1)c1csc(COCCO)n1	1.2
Cc1ccc2nc(CN(C)C(=O)[C@H]3O[C@@H](n4ccc(N)nc4=O)[C@H](O)[C@@H]3O)[nH]c2c1	-0.4
Cc1ccc(CNc2nc3cc(-c4ccccc4)sc3c(=O)n2C)c(C)c1	-0.5
CC(=O)NC(C)(c1ccccc1)c1nc(-c2cnc3ccccc3c2)cs1 (centres undefined)	0.0
COC(=O)c1ccc2nc(-c3ccc(OC)c(OC)c3)c(Cc3ccc(C)cc3)n2c1	2.1
Cc1ccc(-c2nc3c(Cl)cc(C(F)(F)F)cn3c2Cc2cccc(F)c2)cc1	1.5
COc1ccc(Cc2c(C(C)(C)C)nc3c(C)cc(Br)cn23)c(C)c1	3.0
CC(=O)c1cccc(NC(=O)c2ccc(-n3cncn3)c3ccoc23)c1	-0.2
COc1ccc(C(=O)C[C@@H]2OC3CCCCC3N2S(=O)(=O)c2ccc(C)cc2)cc1OC (some centres undefined)	0.8
N#Cc1cccc(C2CC(OCCF)=CC(=O)O2)c1 (centres undefined)	-1.7
COc1ccc(Cl)cc1Cn1c(C)c(C(=O)NCc2ccc(C#N)cc2)sc1=O	1.1
CCNC(=O)C1(C)CCN(Cc2ccc(C(=O)OCC)o2)C1 (centres undefined)	1.7
CCc1nc2ccc(C(=O)N3CCNC(=O)C3)cn2c1N(C)CCC(C)C	1.4
Nc1nc2c(-c3ccc([N+](=O)[O-])cc3)nnn2c2ccccc12	1.4
Cc1ccc(Cn2c(C)c(C(=O)NCc3ccc(Cl)c(Cl)c3)sc2=O)cc1	2.7
O=C(CC[C@H]1O[C@@H](n2ccc(=O)[nH]c2=O)[C@H](O)[C@@H]1O)N[C@H](Cc1ccccc1)C(=O)NC1CCCCC1	2.8
COc1ccc(NC(=O)C2(C)CCN2C(=O)Cc2ccccc2)cc1OC (centres undefined)	0.9
CCOC(=O)[C@]12CCCC=C1N(Cc1ccco1)C(=O)[C@H](CC(=O)NCc1cccs1)C2	-1.2
CCc1nc2ccc(C(=O)N3CCN(C(=O)c4ccco4)CC3)cn2c1N(CC)CCOC	3.0
Nc1nc2ncccn2c1-c1ccccc1	1.5

(further entries)
SMILES	phage Ecoli inh
Cc1ccc(S(=O)(=O)N2C[C@H]3C(=O)C[C@@H](c4ccc(Cl)cc4)N(S(=O)(=O)c4ccc(C)cc4)[C@H]3C[C@H]2c2ccc(Cl)cc2)cc1	4.0
CC(C)(C)n1nnnc1C(c1ccccc1)N1CCN(c2ncccn2)CC1 (centres undefined)	2.3
CN(C)Cc1csc(Nc2ccc(C(=O)c3ccccc3)cc2)n1	-2.8
CC(=O)c1ccc(Nc2nc(C(N)CC(C)C)cs2)cc1 (centres undefined)	-0.4
CO[C@@H]1[C@@H](OC(N)=O)[C@@H](O)[C@H](Oc2ccc3c(O)c(NC(=O)c4ccc(O)c(CC=C(C)C)c4)c(=O)oc3c2C)OC1(C)C	0.5
CCc1nc2ccc(C(=O)N(C)CCCN(C)C)cn2c1N(C)CCCc1ccccc1	2.0
O=S1(=O)N[C@@H](Cc2ccccc2)COc2cc(NC3CC3)ccc21	0.4
COC(=O)[C@]12CCCCC=C1N(CCc1ccc(OC)c(OC)c1)C(=O)[C@H](CC(=O)N1CCN(C(=O)c3ccco3)CC1)C2	0.1
CSc1ccc(CN2CCC(C)(Oc3ccc(CC#N)cc3)C2)cc1 (centres undefined)	1.6
CCOC(=O)C1=CCN(S(=O)(=O)c2ccccc2Br)C1c1ccc(Br)cc1 (centres undefined)	-0.6

An excerpt of these results, with values ahead of the structure:
phage Ecoli inh	Structure
2.0	CCc1nc2ccc(C(=O)N(C)CCCN(C)C)cn2c1N(C)CCCc1ccccc1
0.4	O=S1(=O)N[C@@H](Cc2ccccc2)COc2cc(NC3CC3)ccc21
0.1	COC(=O)[C@]12CCCCC=C1N(CCc1ccc(OC)c(OC)c1)C(=O)[C@H](CC(=O)N1CCN(C(=O)c3ccco3)CC1)C2

A second format for part of the listing above.
| Structure | phage Ecoli inh |
| --- | --- |
| Cc1ccc(S(=O)(=O)N2C[C@H]3C(=O)C[C@@H](c4ccc(Cl)cc4)N(S(=O)(=O)c4ccc(C)cc4)[C@H]3C[C@H]2c2ccc(Cl)cc2)cc1 | 4.0 |
| CC(C)(C)n1nnnc1C(c1ccccc1)N1CCN(c2ncccn2)CC1 (centres undefined) | 2.3 |
| CN(C)Cc1csc(Nc2ccc(C(=O)c3ccccc3)cc2)n1 | -2.8 |

Retrieved by compound from the entries so far, 2 records:
SMILES	phage Ecoli inh
COC(=O)[C@]12CCCCC=C1N(CCc1ccc(OC)c(OC)c1)C(=O)[C@H](CC(=O)N1CCN(C(=O)c3ccco3)CC1)C2	0.1
O=S1(=O)N[C@@H](Cc2ccccc2)COc2cc(NC3CC3)ccc21	0.4

(list continues)
SMILES	phage Ecoli inh
CCOC(=O)[C@]12CCC=C1N(Cc1ccc3c(c1)OCO3)C(=O)[C@H](CC(=O)N1CCN(C(=O)c3ccco3)CC1)C2	0.7
CCNC(=O)c1cc2c(c(-c3cccc(-c4cncnc4)c3)n1)[C@@H](CCO)N(C(C)=O)C2	0.2
CCOC(=O)C1=CCN(S(=O)(=O)c2ccccc2C)C1c1ccccc1 (centres undefined)	-0.4
CC[C@H](CO)Oc1cc(NCc2cccc(N)c2)c2ncn(C(C)C)c2c1	1.0
CCOC(=O)C1=C[C@@H](C)N(S(=O)(=O)c2ccc(C)cc2)[C@H]1c1ccccc1	3.8
CCCNC(=O)C1(C)CCN(Cc2ccc(-c3ccccc3)o2)C1 (centres undefined)	3.3
c1cc2cc(CNc3nc(NCC4CC4)nc4ccsc34)ccc2o1	0.8
Cc1ccc(F)c(S(=O)(=O)NC(=O)C2(C)CCN2C(=O)c2ccc(C(F)(F)F)nc2C)c1 (centres undefined)	2.0
CC(=O)OC[C@@H]1CN(Cc2ccccc2)C[C@H](n2cnc3c(NCC(C)C)ncnc32)O1	2.0
CCOC(=O)C1(C)CCCCCN1C(=O)c1ccc(N(C)C)cc1 (centres undefined)	-0.3
Cc1ccnc(Nc2ccc(CCO)cc2)n1	5.6
CCNC(=O)C1(C)CCN1CCC(=O)c1ccc(Br)cc1 (centres undefined)	2.8
Cc1ccc2nc3n(c(=O)c2c1)-c1ccccc1C(=O)NC3CC(C)C (centres undefined)	2.8
Cc1c(C(=O)NCc2cccc(C(F)(F)F)c2)sc(=O)n1Cc1ccccc1F	2.7
O=C1C=C(c2cccc3c2Oc2ccccc2S3)C[C@@H](c2ccc3c(c2)OCO3)C1	2.0
COc1ccc(Cc2c(C(C)(C)C)nc3ccc(C)cn23)c(C)c1	3.8
CCOC(=O)C1=CCN(S(=O)(=O)c2ccc(Cl)cc2)C1c1cccc(Br)c1 (centres undefined)	1.8
CC(=O)Nc1cncc(-c2ccc(CN(C)C)cc2)n1	3.4
